Compound activity: PubChem, National Center for Advancing Translational Sciences (NCATS)
p53 reactivation = qHTS assay for re-activators of p53 using a Luc reporter | H1299 p53-A138V BP100-luciferase reporter, luminescence, 24 h | Potency, µM (highest dose often 92.2 µM), for the others: at the top dose activity change, positive = activation, usual class: activators | 320,000 tested, 0.063% active | AID 504706, 2011; note: potency is the fitted concentration of half-maximal effect; % of control where 0% means no effect; nearly all actives have a fitted effect of over 45% in size
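H1299 (p53-null), stable ts p53-A138V + BP100-Luc; 1000 cells/well, Opti-MEM/10% FBS; cpd 4 pt, 1:5; 24 h, 37 deg C, 5% CO2; detection reagent 10 min RT; luminescence.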
ELG1 genotox = qHTS screen for small molecules that induce genotoxicity in human embryonic kidney (HEK293T) cells expressing luciferase-tagged ELG1; HEK293T ELG1-luciferase reporter, luminescence, 16 h; Potency, µM (titrated, usually from 46 µM), inactives show at the top dose activity change, positive = activation, actives largely listed as activators; 330,000 tested, 1.3% active; AID 504466, 2011; note: potency is the fitted concentration of half-maximal effect; % of control where 0% means no effect; nearly all actives have a fitted effect of over 60% in size
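DMSO vehicle served as control against compound-treated ELG1-luciferase HEK293T cells; exposure lasted 16 hr at 37 °C and 5% CO2, followed by ONE-Glo luminescence detection after 30 min.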
RORg inh = qHTS for inhibitors of ROR gamma transcriptional activity. Nuclear receptor ROR-gamma (Mus musculus), P51450. Drosophila S2 Gal4-RORgamma UAS-luciferase reporter, 20 h. Potency, µM (highest dose often 53.6 µM), for the others: top-dose activity change, negative = inhibition, hits mostly inhibitors. 310,000 tested, 5.4% active. AID 2551, 2010; note: potency is the fitted concentration of half-maximal effect; % is set by controls: 0 for no effect and ±100 for the full control effect; nearly all actives have a fitted effect of over 60% in size
Target sequence (P51450 whole entry, looked up, the tested form may be a part): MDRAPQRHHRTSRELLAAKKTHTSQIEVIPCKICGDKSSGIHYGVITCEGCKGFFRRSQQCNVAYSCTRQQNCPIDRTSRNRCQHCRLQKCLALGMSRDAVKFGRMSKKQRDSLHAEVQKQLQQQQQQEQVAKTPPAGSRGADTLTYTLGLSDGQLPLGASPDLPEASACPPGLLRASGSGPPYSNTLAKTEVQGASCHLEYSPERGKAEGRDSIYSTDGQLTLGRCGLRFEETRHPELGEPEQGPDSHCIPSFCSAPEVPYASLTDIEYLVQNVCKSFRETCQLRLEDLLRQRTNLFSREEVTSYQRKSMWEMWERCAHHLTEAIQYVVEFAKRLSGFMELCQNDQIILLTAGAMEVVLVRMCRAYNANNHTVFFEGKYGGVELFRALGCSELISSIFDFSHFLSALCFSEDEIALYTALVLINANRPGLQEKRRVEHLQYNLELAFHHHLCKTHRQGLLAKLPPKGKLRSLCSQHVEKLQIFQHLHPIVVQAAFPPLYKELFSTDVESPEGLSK
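A Gal4/UAS one-hybrid system in insect cells: metallothionein-promoter Gal4–ROR gamma fusion plus Photinus luciferase reporter. Copper sulfate 700 uM final, 20 hr ambient incubation, luminescent detection after 10 min with reagent.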
Tb PFK inh = qHTS Assay to Find Inhibitors of T. brucei phosphofructokinase | Potency, µM (titrated, usually from 57.5 µM), for inactives: top-dose activity, negative = inhibition, usual class: inhibitors | ATP-dependent 6-phosphofructokinase (Trypanosoma brucei brucei), O15648 | AID 485367, 2010 | 330,000 tested, 0.17% active | T. brucei PFK, ADP-Glo luminescence;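 note: potency is the fitted concentration of half-maximal effect; 0% = uninhibited 1x PFK enzyme wells and -100% = no-enzyme wells; nearly all actives have a fitted effect of over 60% in size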
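ADP-Glo luminescence quantified ADP after 45 min at room temperature, with 1.25 nM T. brucei PFK, 0.1 mM ATP and 0.5 mM fructose-6-phosphate in pH 8.0 TEA buffer. qHTS titrations up to 57 µM; curves classified by quality.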
NPC1 promoter act = qHTS Assay for NPC1 Promoter Activators; Huh7 NPC1 promoter luciferase reporter, 24 h; Potency, µM (doses to about 9.22 µM), without a hit: at the highest dose activation, most hits filed as activators; 320,000 tested, 2.4% active;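 note: potency is the fitted concentration of half-maximal effect; % of control where 0% means no effect; nearly all actives have a fitted effect of over 60% in size; reporter is driven by a mutant NPC1 promoter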
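Readout is luciferase luminescence, reflecting NPC1 promoter activation in stably transfected Huh7 cells after 24 h compound exposure at 37 °C in reduced-serum medium with 10% FBS.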
BRCA1 expr act = qHTS Assay to Identify Small Molecule Activators of BRCA1 Expression | MCF7-BRCA1-FFLuc reporter, luminescence, 48 h; response scale: scaled: vehicle 0%, 10 µM genistein 100% | Potency, µM (titrated, usually from 46.1 µM), for the others: at the top dose activation, usual class: activators | 380,000 tested, 1.1% active | AID 624202, 2012; note: potency is the fitted concentration of half-maximal effect; nearly all actives have a fitted effect of over 80% in size; some results filed as inactive show a strong effect at the top dose
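Luminescence from a BRCA1-driven firefly luciferase in MCF7 cells was read after 48 h compound exposure at 37 C. Data normalized against DMSO and a 10microM genistein activation control, then curve-fitted across the titration.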
Rab9 prom act = qHTS Assay for Rab9 Promoter Activators | 320,000 tested, 2.8% active | Potency, µM (doses to about 9.22 µM), without a hit: top-dose activation, negative = inhibition, most hits filed as activators | AID 485297, 2010 | Huh7 Rab9 promoter-luciferase reporter, luminescence, 24 h; note: potency is the fitted concentration of half-maximal effect; % of control where 0% means no effect; nearly all actives have a fitted effect of over 60% in size
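Luminescence read-out: Huh7 cells stably expressing Rab9-luciferase, treated 24 h with compound at 37 °C, then lysed with luciferase reagent for 10 min at ambient before reading.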
ELG1 DNA repair = qHTS screen for small molecules that inhibit ELG1-dependent DNA repair in human embryonic kidney (HEK293T) cells expressing luciferase-tagged ELG1 | HEK293T ELG1-luciferase reporter, luminescence, 16 h; DNA damage induced by 5-fluorouridine | Potency, µM (titrated, usually from 46.1 µM), inactives show top-dose activity change, negative = inhibition, usual class: inhibitors | 330,000 tested, 2.3% active; note: potency is the fitted concentration of half-maximal effect; % is set by controls: 0 for no effect and ±100 for the full control effect; nearly all actives have a fitted effect of over 55% in size
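Step one: seed 2,000 cells per well. Step two: pin-transfer compound or DMSO alongside 5-fluorouridine. Step three: incubate 16 hr, 37 °C, 5% CO2. Step four: add ONE-Glo, wait 30 min, read luminescence.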
TRPV1 ag = HTS Assay for Compounds that Act as Agonists of the Vanilloid Receptor 1; Transient receptor potential cation channel subfamily V member 1 (Homo sapiens), Q8NER1; TRPV1-expressing cells, Fluo-8 calcium influx, agonist mode; activation, % at 8.33 µM; 320,000 tested, 0.19% active; AID 540275, 2011; in the data active = activation above about 80%; inconclusive = between about 30% and that limit; note: 0% is about no effect
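TRPV1-expressing cells were cultured overnight at 35.5C and loaded with Fluo-8 calcium dye for 40 to 90 min at room temperature. After a 10 s baseline, compound was added and calcium influx was read kinetically for 3 min (ex 480/em 520 nm).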
FLuc counter = qHTS profiling assay for firefly luciferase inhibitor/activator using purifed enzyme and Km concentrations of substrates (counterscreen for miR-21 project). Luciferin 4-monooxygenase (Photinus pyralis), P08659. purified FLuc, Km substrates, luminescence inhibition. Potency, µM (highest dose often 57.5 µM), without a hit: top-dose activity change, negative = inhibition, most hits filed as inhibitors. 360,000 tested, 6.9% active. AID 588342, 2011;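 note: potency is the fitted concentration of half-maximal effect; plate controls were vehicle for no effect and reference inhibitor for full effect; nearly all actives have a fitted effect of over 55% in size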
Target sequence (P08659 whole entry, looked up): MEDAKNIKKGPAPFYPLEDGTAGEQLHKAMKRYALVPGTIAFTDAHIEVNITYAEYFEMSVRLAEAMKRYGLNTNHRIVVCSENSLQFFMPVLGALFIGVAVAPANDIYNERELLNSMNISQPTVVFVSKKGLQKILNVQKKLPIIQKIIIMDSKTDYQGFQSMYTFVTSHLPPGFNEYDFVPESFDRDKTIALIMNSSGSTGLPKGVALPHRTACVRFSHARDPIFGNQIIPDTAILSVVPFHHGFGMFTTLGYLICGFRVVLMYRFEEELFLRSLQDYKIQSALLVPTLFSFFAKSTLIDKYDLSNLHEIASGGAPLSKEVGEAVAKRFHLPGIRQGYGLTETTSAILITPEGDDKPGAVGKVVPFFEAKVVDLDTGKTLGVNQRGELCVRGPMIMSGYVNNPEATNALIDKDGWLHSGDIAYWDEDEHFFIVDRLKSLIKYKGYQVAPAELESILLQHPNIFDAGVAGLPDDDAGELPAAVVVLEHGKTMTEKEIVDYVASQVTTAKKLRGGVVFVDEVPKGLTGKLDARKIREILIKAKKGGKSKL
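Purified P. pyralis luciferase, 10 nM final, with Km-level 10 uM D-luciferin and 10 uM ATP in 50 mM Tris acetate pH 7.5, 10 mM Mg acetate, 0.01% Tween-20, 0.05% BSA; 6-point qHTS titration about 60 µM downward; luminescence read.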
Gal4-VP16 FLuc = VP16 counterscreen qHTS for inhibitors of ROR gamma transcriptional activity; Drosophila S2 Gal4-VP16 UAS-luciferase, luminescence, 20 h; Potency, µM (titrated, usually from 53.6 µM), without a hit: at the highest dose activity, negative = inhibition, actives largely listed as inhibitors; AID 2546, 2010; 310,000 tested, 3.5% active;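 note: Gal4-VP16 expression switched on by copper sulfate through the metallothionein promoter; potency is the fitted concentration of half-maximal effect; % is set by controls: 0 for no effect and ±100 for the full control effect; nearly all actives have a fitted effect of over 50% in size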
The depositor's hits bear a star; u = inconclusive; x = not tested or not shown; [ ] = remark or other dose. Unless noted, calls come from the whole dose curve; as a rule, active = well fitted curve in the direction sought with a large enough effect; inconclusive = small, poorly fitted or top-dose-only effect, or another doubt; inactive = no such curve, though single readings can be large; an effect the other way counts as inactive or inconclusive. Rows are unselected (roughly 15% active in at least one column).

SMILES	p53 reactivation	ELG1 genotox	RORg inh	Tb PFK inh	NPC1 promoter act	BRCA1 expr act	Rab9 prom act	ELG1 DNA repair	TRPV1 ag	FLuc counter	Gal4-VP16 FLuc
COc1ccc(NC(=O)CN2C(=O)C(C)SC(C)C2=O)cc1 (configuration not stated)	2%	0%	44%	-10%	0%	8%	-5%	15%	2	-9%	u
c1cnc2ccc(C(c3nnnn3C3CCCC3)N3CCN(c4nc5ccccc5s4)CC3)cc2c1 (configuration not stated)	-4%	-7%	9%	1%	0%	-45%	3%	-28%	14	2%	-1%
Cc1cc(NS(=O)(=O)c2ccc(Nc3nc(-c4ccc(O)cc4)cs3)cc2)no1	-11%	0%	-4%	19%	-20%	12%	-9%	9%	-5	24µM*	-2%
CCOC(=O)C(C(=O)OCC)C(C)(C)/C(C)=N\Nc1ccc([N+](=O)[O-])cc1[N+](=O)[O-]	7%	-6%	u	-1%	-4%	-59%	5%	-20%	0	2%	-11%
Cc1cccc(CC2CC(=O)N(c3ncccn3)C2=O)c1 (configuration not stated)	6%	-3%	-21%	0%	-3%	12%	-1%	9%	-1	-2%	9%
CCn1cc(C(=O)Nc2ccc(C(=O)N3CCCC3)cc2)c(=O)c2ccc(C)nc21	0%	0%	4%	3%	-4%	x	1%	9%	-2	2%	-6%
COCCn1c(-c2ccccc2Cl)nc2c(c(=O)c3ccccc3n2C)c1=O	-3%	-1%	-26%	0%	-3%	11%	-3%	-1%	-2	0%	0%
O=C(Nc1ccc(F)cc1)c1sccc1SCc1cccc(C(F)(F)F)c1	0%	u	u	0%	-3%	-80%	-8%	0%	-3	1%	-6%[0.365 µM]
Cc1ccc(Cn2cccc2/C=N/NC(=S)Nc2ccc(C)cc2)cc1	9%	4%	0.4µM*	-3%	-26%	4%	2%	-13%	1	4%	4µM*
COC(=O)C1=C(C)NC(=O)NC1c1cc(Cl)ccc1OC (configuration not stated)	-9%	-4%	-10%[0.365 µM]	10%	1%	5%	1%	8%	0	-2%	x
Cc1ccc(NC(=O)CN2C(=O)NC3(CCCCCCC3)C2=O)cc1C	-9%	2%	x	-1%	-7%	-6%	-6%	-1%	u	-17%	x
CCOC(=O)Cn1c(-c2ccc(Cl)nc2)nc2ccccc21	9%	0%	-5%	-1%	-4%	3%	6%	-2%	5	3%	1%
COc1ccc(CC(=O)NNC(=O)c2ccc(NC(C)=O)cc2)cc1	-4%	-1%	-8%	3%	-2%	-3%	-3%	7%	2	-1%	4%
COCCNC(=O)c1onc(CSc2cccc(C)c2)c1C(=O)O	2%	2%	1%	0%	-2%	0%	2%	1%	4	-18%	-2%
CCc1ccccc1NC(=O)C1CCN(S(=O)(=O)c2ccc3c(c2)N(C(C)=O)CCO3)CC1	-5%	-2%	-1%	-2%	-1%	-6%	-1%	1%	1	0%	-8%
CN(C)CCCNC(=O)/C=C/c1ccc(OCc2c(F)cccc2Cl)cc1	14%	2%	u	-6%	-3%	-17%	0%	8%	5	-3%	-18%
O=C(CCCN1C(=O)/C(=C/c2ccc(F)cc2)SC1=S)NCCCn1ccnc1	0%	-5%	8.9µM*	1%	-3%	-42%	-3%	-8%	1	u	u
COCCNc1ccc(-c2nn(C)c(=O)c3ccccc23)cc1[N+](=O)[O-]	-6%	6%	-15%	1%	-2%	-8%	-1%	9%	1	7%	2%
Cc1cccc(-n2ccnc2CN2CCN(C(C)C)C(CCO)C2)c1 (configuration not stated)	2%	0%	u	1%	0%	-12%	1%	-1%	-1	-6%	-6%
COc1cc(C(=O)OCC(=O)NCc2ccc(F)cc2)ccc1OCC(C)C	x	9%	x	2%	-1%	1%	0%	2%	u	7%	x
CCN1CCCC1Cn1cnc2c([nH]c3ccc(OC)cc32)c1=O (configuration not stated)	-5%	2%	14%	-1%	-1%	19%	-1%	u	-1	-5%	0%
Cc1ccc(S(=O)(=O)N2[C@@H](c3ccc(Cl)c(Cl)c3)C(C(=O)O)=C[C@H]2CC2CCCC2)cc1	-13%	-2%	x	-7%	x	-5%	x	17%	x	x	x
O=C1c2ccccc2C(=O)N1CCSc1ncn[nH]1	3%	2%	5%	1%	-3%	15%	-8%	u	3	-9%	-11%
O=C(c1ccc(OC2CCN(Cc3ccccn3)CC2)cc1)N1CCCCO1	1%	7%	-18%	-4%	-1%	-26%	2%	15%	0	-1%	1%
Nc1nc(NS(=O)(=O)c2ccc(Cl)cc2)nn1-c1ccccc1	0%	10%	-1%	-4%	0%	9%	1%	8%	-2	0%	-5%
O=C(Nc1ccon1)c1cccc(S(=O)(=O)N2CCCCCC2)c1	2%	-9%	33%	-2%	4%	0%	-1%	u	6	-2%	1%
CC(C)CC(=O)NC(Nc1ccc([N+](=O)[O-])cc1)C(Cl)(Cl)Cl (configuration not stated)	18%	-9%	u	6%	-4%	-36%	-5%	u	25	1%	-9%
Cc1cc(C2(c3cc(C)c(NC(=O)CN4CCOCC4)c(C)c3)CCCCC2)cc(C)c1NC(=O)CN1CCOCC1	-5%	1%	-12%	-1%	-1%	0%	11%	5%	3	1%	-3%
Nc1c(C(=O)N2CCCCC2)sc2nc3c(cc12)CCCC3	u	6.5µM*	9%	-4%	2.5µM*	5.6µM*	2.8µM*	u	u	6.7µM*	5%
CN(CCC#N)C(=O)c1cc2c(Cl)nc3ccccc3c2s1	-3%	-3%	-5%	0%	-5%	-1%	2%[1.84 µM]	-5%	0	-3%	-3%
Cc1cccc(C(=O)N2CCN(S(=O)(=O)N3CCCCCC3)CC2)c1	-2%	-19%	-25%	2%	1%	-8%	2%	-7%	2	1%	5%
CN1CCN(S(=O)(=O)c2ccc(SCCOc3ccc(Cl)cc3)nc2)CC1	-4%	-2%	x	-4%	-14%	-42%	-18%	27%	u	2%	x
Cc1cc(=O)[nH]c2cc(O)ccc12	-2%	10%	27%	2%	1%	1%	-5%	u	-6	3%	-16%
CSc1cccc(NC(=O)c2ccc(NC3=NC4CS(=O)(=O)CC4S3)cc2)c1 (configuration not stated)	x	8%	30%	1%	2%	-2%	3%	4%	-5	-4%	0%
COc1ccc(NC(=O)N2CCCC2C(=O)NC2CCCC2)cc1 (configuration not stated)	0%	-4%	19%	2%	0%	-1%	4%	0%	0	0%	-6%
COc1ccc(-c2cc(=O)[nH][nH]2)cc1	-16%	-12%	-13%	6%	0%	-7%	3%	-19%	-1	-12%	4%
O=C(COC(=O)c1ccccc1Br)NCCC1=CCCCC1	5%	u	u	-5%	11%	55%	2%	13%	u	u	-18%
Cc1cc(-c2ccccc2)cc(-c2ccccc2)[n+]1C	0%	-8%	19%	3%	-14%	-29%	-12%	12µM*	0	2%	u
O=C(C1=C(O)C(=O)N(c2ncccn2)C1c1cccc(Cl)c1)c1ccco1 (configuration not stated)	x	x	-7%	x	x	2%	x	x	6	-7%	2%
COc1ccc(C(=O)COC(=O)c2c(-c3ccccc3)noc2C)c(OC)c1	1%	7%	x	0%	-2%	-32%	-1%	11%	1	-2%	x
COc1ccc(NC(=O)CCNC(=O)N2CC(=O)Nc3ccccc32)c(OC)c1	4%	1%	-14%	7%	-3%	0%	-4%	10%	2	1%	1%
Cc1onc(-c2c(F)cccc2Cl)c1C(=O)Nc1ccc(S(=O)(=O)N2CCOCC2)cc1	-4%	16%	x	7%	x	-23%	x	12%	x	x	x
Cc1noc(C)c1C(=O)Nc1ccc2ccccc2c1	26%	u	16%	3%	2%	49%	1%	u	4	u	27%
COc1ccc(-c2nn3c(-c4ccc(F)cc4)nnc3s2)cc1	26%	-3%	-18%	3%	0%	22%	0%	-20%	2	-1%	8%
COC(=O)c1cc(NC(=O)C2CC2)cc(C(=O)OC)c1	-6%	4%	6%	0%	-4%	-2%	-7%	-22%	-6	1%	-4%
